Screening data: PubChem BioAssay, National Center for Advancing Translational Sciences (NCATS)
Pol eta inh = blocks human DNA polymerase eta activity | Q9Y253 | recombinant Pol eta, fluorescent DNA replication assay | Potency, µM (top dose mostly 114 µM), for the others: at the top dose activity change, negative = inhibition, usual class: inhibitors | 390,000 tested, 1.2% active; note: potency is the fitted concentration of half-maximal effect; % is set by controls: 0 for no effect and ±100 for the full control effect
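Fluorescent replication assay: 50 nM final substrate added after a 15 min room-temperature compound preincubation with 10 nM enzyme. Signal taken at 0 min and again at 10 min.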
APEX1 inh = blocks human APE1 abasic DNA cleavage; P27695; recombinant APE1, TAMRA/BHQ-2 abasic DNA cleavage fluorescence; Potency, µM (titrated, usually from 65.8 µM), without a hit: at the top dose activity change, negative = inhibition, usual class: inhibitors; 350,000 tested, 0.35% active;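 note: potency is the fitted concentration of half-maximal effect; plate controls were vehicle for no effect and reference inhibitor for full effect; nearly all actives have a fitted effect of over 55% in size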
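Endonuclease cleavage of a quenched abasic-site DNA duplex (50 nM) by APE1 (0.75 nM) was tracked by TAMRA dequenching. Compounds were preincubated with enzyme 15 min at room temperature; data normalized to buffer-only and DMSO wells plus NSC13755 control.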
Apoferritin bind = candidate novel general anesthetic via apoferritin binding; P02791; apoferritin/1-aminoanthracene competitive binding, fluorescence; Potency, µM (doses to about 77.5 µM), without a hit: top-dose activity change, negative = displacement, most hits filed as inhibitors; 350,000 tested, 0.074% active; AID 485281; note: potency is the fitted concentration of half-maximal effect; % is set by controls: 0 for no effect and ±100 for the full control effect; nearly all actives have a fitted effect of over 20% in size
Target sequence (P02791 2-175 limits assumed): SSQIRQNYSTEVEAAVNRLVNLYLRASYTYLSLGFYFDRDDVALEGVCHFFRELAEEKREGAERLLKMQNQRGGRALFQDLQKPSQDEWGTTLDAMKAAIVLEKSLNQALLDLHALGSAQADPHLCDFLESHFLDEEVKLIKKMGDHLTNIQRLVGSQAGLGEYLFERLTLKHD
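Read-out: endpoint 1-AMA fluorescence, excitation 380 nm and emission 535 nm, after compounds sit 10 min at room temperature with 10 uM horse-spleen apoferritin in 50% saturated 1-AMA/PBS. Values come from four-parameter Hill fits.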
Pol iota inh = DNA polymerase iota (human) inhibition; Q9UNA4; Potency, µM (doses to about 115 µM), for the others: top-dose activity, negative = inhibition, actives largely listed as inhibitors; AID 588590; 390,000 tested, 1% active; Pol iota fluorescent replication assay, 10 min; note: potency is the fitted concentration of half-maximal effect
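Pol iota at 10 nM preincubated 15 min with compounds at room temperature; reaction started with fluorescent substrate, 50 nM final. Fluorescence read kinetically at 0 and 10 min; buffer-only wells as negative control.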
BLM inh = blocks DNA unwinding by human BLM helicase. 350,000 tested, 0.2% active. Potency, µM (highest dose often 56.1 µM), for the others: at the top dose activity change, negative = inhibition, usual class: inhibitors. AID 2528. P54132. recombinant BLM DNA unwinding, fluorescence dequenching;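 note: potency is the fitted concentration of half-maximal effect; plate controls were vehicle for no effect and no enzyme for full effect; nearly all actives have a fitted effect of over 35% in size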
GRP78 ERSR act = induces the endoplasmic reticulum stress response in human glioma cells | U87-MG GRP78 promoter luciferase reporter, 16 h | Potency, µM, for the others: at the highest dose activation, actives largely listed as activators | 420,000 tested, 0.02% active; note: potency is the fitted concentration of half-maximal effect; series mostly up to about 76 µM; % of control where 0% means no effect; nearly all actives have a fitted effect of over 35% in size
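Stably transfected U87-MG glioma cells carrying a GRP78-based luciferase sensor; 16 h compound incubation. Luminescence end-point read 10 min after Bright-Glo addition at room temperature.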
LDHA inh = blocks human lactate dehydrogenase A; P00338; purified LDHA, NADH/diaphorase-resazurin fluorescence; hits give low values; activity change, % (values are at about 110 or 230 µM); 480,000 tested, 0.15% active; AID 1347041; in the data active = activity change below about -30%; inconclusive = mostly about -25% to -30%;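 note: plate controls were DMSO wells for no effect and wells without enzyme for full effect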
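LDH5 2 nM; NADH 0.06 mM, pyruvate 0.2 mM; 200 mM Tris pH 7.4, EDTA, Tween-20; 5 min RT. Detection: diaphorase 0.133 mg/mL + resazurin 37 µM, fluorescence ex540/em590 at 0 and 20 min; normalized to enzyme-free and DMSO wells.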
POLK inh = DNA polymerase kappa (human) inhibition; Q9UBT6; 400,000 tested, 0.53% active; purified Pol kappa, fluorescent DNA synthesis assay, 10 min; Potency, µM (titrated, usually from 107 µM), inactives show at the highest dose activity, negative = inhibition, hits mostly inhibitors; note: potency is the fitted concentration of half-maximal effect; % is set by controls: 0 for no effect and ±100 for the full control effect
Target sequence (Q9UBT6 whole entry, looked up): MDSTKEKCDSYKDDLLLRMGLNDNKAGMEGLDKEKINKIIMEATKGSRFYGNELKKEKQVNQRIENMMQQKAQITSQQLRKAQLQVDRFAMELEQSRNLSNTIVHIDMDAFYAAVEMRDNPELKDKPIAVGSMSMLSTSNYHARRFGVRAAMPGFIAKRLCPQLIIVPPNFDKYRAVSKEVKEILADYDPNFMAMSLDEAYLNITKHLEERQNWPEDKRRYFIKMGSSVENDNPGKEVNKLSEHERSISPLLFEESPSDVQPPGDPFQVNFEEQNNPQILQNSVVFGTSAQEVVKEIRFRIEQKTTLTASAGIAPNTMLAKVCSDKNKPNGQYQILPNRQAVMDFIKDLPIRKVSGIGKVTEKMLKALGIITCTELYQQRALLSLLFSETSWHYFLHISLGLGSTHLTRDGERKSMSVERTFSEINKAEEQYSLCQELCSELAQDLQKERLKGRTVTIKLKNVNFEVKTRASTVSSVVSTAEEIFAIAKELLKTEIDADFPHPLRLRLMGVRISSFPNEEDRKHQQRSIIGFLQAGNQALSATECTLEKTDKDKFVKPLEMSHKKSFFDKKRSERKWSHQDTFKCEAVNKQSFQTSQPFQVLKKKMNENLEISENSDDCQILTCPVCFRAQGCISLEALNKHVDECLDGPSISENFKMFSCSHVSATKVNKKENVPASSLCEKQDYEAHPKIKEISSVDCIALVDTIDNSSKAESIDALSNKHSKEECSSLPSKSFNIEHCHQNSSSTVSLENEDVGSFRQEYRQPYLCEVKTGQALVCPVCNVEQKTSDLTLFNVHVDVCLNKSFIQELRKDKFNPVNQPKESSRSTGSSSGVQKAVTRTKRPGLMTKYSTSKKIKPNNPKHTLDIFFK
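Here, compound and 10 nM enzyme are combined for 15 min at room temperature; adding 50 nM substrate (final) starts DNA synthesis, tracked by fluorescence at 0 and 10 min against buffer-only wells.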
POLB inh = blocks human DNA polymerase beta activity. Potency, µM (top dose mostly 114 µM), without a hit: at the highest dose activity change, negative = inhibition, hits mostly inhibitors. Pol beta primer extension/strand displacement, fluorescence kinetic. 340,000 tested, 1.3% active; note: potency is the fitted concentration of half-maximal effect; % is set by controls: 0 for no effect and ±100 for the full control effect
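Pol beta (10 nM) was preincubated with compound for 15 min at room temperature. The reaction was then started with 50 nM substrate and read immediately and after a further 10 min at room temperature.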
* = called active by the depositor; ? = inconclusive; nt = no result given; & = joins results of further samples; [ ] = remark or other dose. Unless noted, calls come from the whole dose curve; as a rule, active = well fitted curve in the direction sought with a large enough effect; inconclusive = small, poorly fitted or top-dose-only effect, or another doubt; inactive = no such curve, though single readings can be large; an effect the other way counts as inactive or inconclusive.

canonical_smiles | LDHA inh | Pol eta inh | GRP78 ERSR act | Apoferritin bind | POLK inh | BLM inh | APEX1 inh | POLB inh | Pol iota inh
Nc1c(C(=O)NCCN2CCOCC2)c2nc3ccccc3nc2n1CCc1ccccc1F | -1 | -23% | -1% | 163%[activator] | -8%[60.1 µM] | -9% | ? | ? | 26%
Cc1ccc(C(=O)OCC(=O)N(C)c2c(N)n(Cc3ccccc3)c(=O)[nH]c2=O)s1 | -10 | ? | -5% | nt | 4% | nt | 13% | nt | 41%[activator]
CCOc1c(Br)ccc2c1sc1nc[nH]c(=O)c12 | 1 | -7% | 1% | -9% | -11% | -1% | 8% | 3% | 0%
CC(=O)c1ccc(NC(=O)c2ccc(-n3cnnc3)cc2)cc1 | -5 | -12% | -2% | -8% | -5%[60.1 µM] | -3% | nt | -29% | -12%
Cc1ccc(CC(=O)c2ccc(Cl)cc2)cc1 | -3 | -28% | 6% | 0% | -7% | -6% | -5% | 31% | 7%
Cc1ccc(CN(C(=O)C(F)(F)F)C(C(=O)NC2CCCCC2)c2ccco2)cc1 (configuration not stated) | -6 | ? | -8% | -6% | -15% | -4% | 2% | 14% | 3%
CC(CC(=O)Nc1ccc(F)cc1F)S(=O)(=O)c1ccc2c(c1)NC(=O)CO2 (configuration not stated) | -3 | -12% | -6% | -4% | -4% | 1% | 5% | -19% | 26%
O=S(=O)(NCCCN1CCOCC1)c1ccc2c(c1)OCCO2 | -6 | -22% | -2% | -5% | -6% | -6% | -5% | 28% | 83%[activator]
O=C(OCc1cc(=O)oc2cc(O)ccc12)c1cc(S(=O)(=O)N2CCOCC2)ccc1F | -8 | ? | 6% | nt | -11% | nt | -11% | nt | ?
CC(C)CCN1CCN(Cc2cccc(C(F)(F)F)c2)CC1CCO (configuration not stated) | -2 | -6% | -5% | -10% | -25% | -10% | 7% | -22% | 14%
C=CCn1c(C)cc(-c2csc(NC(=O)CCc3nc4ccccc4c(=O)[nH]3)n2)c1C | -2 | -19% | -3% | nt | -7% | nt | 5% | nt | -23%
C(=N\Nc1nc(Nc2ccccc2)nc(N2CCOCC2)n1)/c1c[nH]c2ccccc12 | -13 | -19% | 7% | -10% | -20% | -11% | -7% | -3% | -10%
CCN(CC)CCC(c1cc(OC)c(OC)c(OC)c1)c1c(OC)cc(OC)c2c(C)cc(=O)oc12 (configuration not stated) | 1 | -16% | ? | -12%&-17% | -9%&5% | 2%&2% | 24%&2% | 2% | 7%&27%
O=C(CSc1nnc(-c2ccccn2)n1Cc1ccccc1)N1CCOCC1 | -12 | 2% | -4% | -9% | -3% | 2% | 3% | -17% | 0%
Cc1ccc(S(=O)(=O)NCCC(=O)N2CCCCC2)cc1 | nt | nt | nt | -8% | nt | -1% | -1% | 11% | nt
CCOC(=O)C1CCCN(C(=O)c2cccc(S(=O)(=O)N(C)c3ccc(C)cc3)c2)C1 (configuration not stated) | -8 | -3% | -3% | nt | -5% | nt | 3% | nt | -6%
COC(/C(=N/O)c1ccc(Cl)cc1)c1ccccc1 (configuration not stated) | 8 | -21% | 2% | -18% | 6% | -12% | -4% | -18% | -5%
O=C(CSc1nccn1-c1ccccc1)NCc1ccc2c(c1)OCO2 | -6 | -19% | -2% | -12% | -6% | -4% | 1% | 36% | ?
Cc1ccc(Cl)cc1NC(=O)Cn1c(=O)n(Cc2ccc(C(=O)NCc3ccc4c(c3)OCO4)cc2)c(=O)c2ccccc21 | -4 | ? | -3% | 1% | 2% | -29% | nt | ? | 8%
CC(=O)c1cccc(NC(=O)c2cc(-c3ccc(Cl)s3)nc3ccccc23)c1 | -11 | -10% | -4% | -1% | 10% | -2% | nt | 11% | 17%
CCCCc1ccc(S(=O)(=O)NC2CCS(=O)(=O)C2)cc1 (configuration not stated) | -2 | -10% | -2% | 9% | -17% | -4% | 15% | 2% | -3%
CC(=O)c1cccc(OCC(O)CNCCOc2ccc(C)cc2)c1 (configuration not stated) | -13 | -16% | -5% | 4% | -1% | -3% | 7% | 1% | 125%[activator]
Cc1cccc(NC(=O)C(C)n2cc([N+](=O)[O-])cn2)n1 (configuration not stated) | -5 | -21% | -10% | -3% | 3% | -1% | 0% | -18% | 81%[activator]
Cc1cc(CNC(=O)C2CCC(=O)N(Cc3cccc(C(F)(F)F)c3)C2)no1 (configuration not stated) | 0 | -4% | -4% | -8% | -1% | -3% | 26% | 40% | 31%[activator]
Cc1ccc(N2CCN(C(=S)Nc3ccccc3)CC2)cc1 | -4 | -25% | -1% | 3% | 2% | -9% | 15% | 29% | 24%
CC(C)(C)c1cc2cccnc2n1Cc1ccccc1 | -7 | -12% | -5% | -23% | -8% | 1% | 2% | 82% | -4%
CCCCNS(=O)(=O)c1ccc2nc(NC(=O)c3cccnc3)sc2c1 | -4 | 50µM* | -4% | -3% | -7%[60.1 µM] | -5% | nt | -18% | 14%
COc1ccc(NC(=O)[C@@H](NC(=O)N2C[C@H]3C[C@@H](C2)c2cccc(=O)n2C3)C(C)C)cc1OC | -5 | -15% | 0% | -10% | 0% | -3% | 34% | 5% | 17%
Cc1ccc(Nc2cc(C)c3ccc(O)cc3n2)cc1C | 4 | -10% | ? | ? | -7% | -4% | -3% | -22% | 9%
O=C(CN1CCN(Cc2ccc(Cl)cc2)CC1)N/N=C/c1cccs1 | -8 | 7% | -1% | -10% | 1% | 3% | 3% | 3% | 145%[activator]
O=C(Nc1ccc2c(c1)OCO2)C(c1ccc(Cl)cc1)N1CCN(C(=O)c2ccco2)CC1 (configuration not stated) | 2 | -8% | -3% | -5% | -5% | -9% | -11% | 3% | 3%
COc1ccc(CCn2c(C)cc(C(=O)CSc3nnc(N)s3)c2C)cc1 | -3 | 4% | -6% | ? | -5% | -11% | -6% | -24% | 0%
COc1ccc(C2C(C(=O)N3CCN(c4ccccn4)CC3)CCC(=O)N2c2cc(OC)c(OC)c(OC)c2)cc1 (configuration not stated) | -2 | -21% | -4% | -4% | -9% | 0% | -2% | 20% | 19%
O=C(OCC(=O)N1CCCC1=O)c1cccc([N+](=O)[O-])c1 | -5 | -8% | 0% | -6% | 0% | -2% | 57% | 19% | ?
C=CCNCCCOc1ccc(C(C)(C)c2ccccc2)cc1 | ? | -13% | -4% | ? | -3% | 4% | 0% | -3% | 15%
COc1ccc(COc2cccnc2N)cc1 | -3 | -17% | 5% | -7% | -1% | -1% | -3% | 8% | 2%
CSc1ccc(C(=O)C2CCCN(C(=O)CCn3cncn3)C2)cc1 (configuration not stated) | -4 | -9% | -5% | -7% | -11% | 0% | -5% | 32%[activator] | 12%
Cc1cccc(N2CCN(c3nc4ccccc4c(=O)n3-c3ccc(Cl)cc3)CC2)c1C | -8 | -15% | -2% | 3% | -29% | -4% | nt | -11% | 3%
Cn1c(N2CCN(C(=O)C34CC5CC(CC(C5)C3)C4)CC2)nc2ccccc21 | nt | nt | nt | -3% | nt | 0% | -5% | -1% | nt
Cc1ccc(N(CC(=O)NCc2ccncc2)S(C)(=O)=O)cc1Cl | 2 | 6% | -2% | -5% | -14% | 0% | -13% | 19% | 8%

The list goes on; the last 3 above are carried over.
canonical_smiles | LDHA inh | Pol eta inh | GRP78 ERSR act | Apoferritin bind | POLK inh | BLM inh | APEX1 inh | POLB inh | Pol iota inh
Cc1cccc(N2CCN(c3nc4ccccc4c(=O)n3-c3ccc(Cl)cc3)CC2)c1C | -8 | -15% | -2% | 3% | -29% | -4% | nt | -11% | 3%
Cn1c(N2CCN(C(=O)C34CC5CC(CC(C5)C3)C4)CC2)nc2ccccc21 | nt | nt | nt | -3% | nt | 0% | -5% | -1% | nt
Cc1ccc(N(CC(=O)NCc2ccncc2)S(C)(=O)=O)cc1Cl | 2 | 6% | -2% | -5% | -14% | 0% | -13% | 19% | 8%
Cc1cc(Oc2ccccc2)nc2ccc(O)cc12 | nt | nt | nt | -5% | nt | -1% | -4% | 1% | nt
CCC(=O)N1c2ccc(S(=O)(=O)N3CCN(c4ccccc4Cl)CC3)cc2CC1C (configuration not stated) | -3&-4 | ? | -2%&-2% | 5%&49% | -5%&-8% | -5%&-5% | 40% | -16%&2% | 25%&10%
Cc1ccc(/C=C2\SC(=S)N(CC3CCCO3)C2=O)o1 (configuration not stated) | 29 | ? | 3% | -16% | ? | -12% | -10% | 20µM* | ?
O=C(NCc1cccs1)c1ccc2c(c1)N(Cc1cccc(F)c1)C(=O)c1ccccc1S2 | -3 | -26% | -5% | -4% | -2%[60.1 µM] | -9% | nt | ? | -26%
CC1CCN(c2nc(CN3CCCCC3)nc3scc(-c4ccccc4)c23)CC1 | -1 | -22% | -3% | -3% | -2% | -11% | 2% | 0% | 59%[activator]
CNC(=O)c1csc(-c2ccc(Cl)cc2)n1 | -10 | -5% | 8% | -2% | -1% | 1% | -2% | 14% | 52%[activator]
OCCNC(=S)NCCc1ccccc1 | -1 | -13% | -1% | -3% | -12% | 0% | -2% | 29% | -6%
CCNC(=O)COC(=O)c1ccc(-n2nc(C)cc2C)cc1 | -6 | -2% | -4% | -2% | -6% | 1% | -1% | -26% | 76%[activator]
O=C(CN1CCOCC1)NN1CC(=O)N(c2ccc(Cl)cc2)CC1=O | -4 | 4% | -5% | 1% | -15% | -5% | 2% | -2% | 23%
COc1ccc(CCNC(=O)CSCc2ccc([N+](=O)[O-])cc2)cc1 | -4 | ? | -4% | -11% | -8% | -6% | 1% | 25% | -54%
Cc1ccccc1NS(=O)(=O)c1cc(C(=O)Nc2ccccc2-c2ccccc2)ccc1Cl | -1 | -14% | 0% | 0% | 0% | -10% | -7% | -1% | -17%
COc1ccc(Nc2ncc3c(n2)CCN(Cc2cccc(F)c2F)C3)c(OC)c1 | -2 | nt | nt | -3% | -3%[60.1 µM] | -3% | nt | 26% | 26%
COc1ccc(Nc2nc3ccccc3c(=O)[nH]2)cc1 | -5 | ? | 5% | -1% | 0% | -1% | 5% | 9% | 33%[activator]
CCOC(=O)c1cnn(-c2c(Cc3ccccc3)c(C)nc3c(-c4ccccc4)c(C)nn23)c1N | 0 | -14% | -3% | -12% | -1% | -15% | 1% | 0% | 2%
CC(C)(C)NC(=O)COC(=O)C1c2ccccc2Oc2ccccc21 | 1 | -27% | -4% | -2% | -2% | -5% | 18% | 29% | 10%

Not all compounds are listed; rates above refer to the full screens.
